Rab7 wt modul: alters GTP binding to wildtype dog Rab7 | GST-Rab7 beads, fluorescent GTP binding, flow cytometry; actives lie on both sides; untreated = 100%, excess cold GTP = 0% | GTP binding activity (percent of control), % at 10 µM | 0.055% of 190,000 active;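 active means fluorescent GTP binding to Rab7 beads changed by at least 20 points from the 100% baseline, either direction, mostly lower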;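 further: median green fluorescence of bound Bodipy-FL-GTP per Rab7 bead population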
Rac1 mut GTP: human Rac1 activated mutant GTP binding change; P63000; GST-Rac1 activated beads, fluorescent GTP binding, flow cytometry; actives lie on both sides; 100% means binding = to untreated wells; percent activity (GTP binding), % at 10 µM; 0.11% of 190,000 active;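 active means GTP binding at least 20 percentage points away from the 100% baseline, in either direction, so actives lie on both sides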
Cdc42 wt: human Cdc42 wildtype GTP binding change, either direction | AID 761 | 0.2% of 190,000 active | P60953 | percent activity (GTP binding), % at 10 µM | GST-Cdc42 beads, Bodipy-GTP binding, flow cytometry; actives lie on both sides;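 active means percent activity GTP binding at least 20 points away from the 100% baseline, either down as inhibitor or up as activator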;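 further: median bead fluorescence of bound Bodipy-FL-GTP at 100 nM; 0% = excess unlabeled GTP control and 100% = no compound control; below 100% means less GTP binding so inhibitor and above means activator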
Target sequence (P60953 whole entry, looked up): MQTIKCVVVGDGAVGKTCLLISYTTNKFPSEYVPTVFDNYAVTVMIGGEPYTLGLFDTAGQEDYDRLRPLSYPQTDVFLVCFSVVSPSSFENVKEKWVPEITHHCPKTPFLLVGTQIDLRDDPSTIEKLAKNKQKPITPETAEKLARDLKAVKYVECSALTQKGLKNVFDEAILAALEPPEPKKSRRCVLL
RGS8-Gao reg: regulators of human RGS8-Galphao interaction; multiplexed bead flow cytometry, RGS8-Galphao binding; actives lie on both sides; response (percent of control binding), % at 10 µM; 0.34% of 220,000 active; in the data active means response below about 60% or above about 140%; inactive means in between;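 further: Galphao activated as the GDP aluminium fluoride complex binding bead-coupled RGS8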
Mcl1-Bid inh: Mcl-1/Bid interaction inhibition; Q07820; TR-FRET Mcl-1/Bid-Dy647 peptide binding, 1536-well; inhibition, % at 21.7 µM; 0.97% of 220,000 active; AID 1021;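 active means compounds that cut the binding signal by more than half at the single screening dose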;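 further: His-tagged Mcl-1 with europium anti-His antibody binding Bid BH3 peptide; 0% = Mcl-1 plus peptide wells and 100% = peptide-only wells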
Target sequence (Q07820 whole entry, looked up): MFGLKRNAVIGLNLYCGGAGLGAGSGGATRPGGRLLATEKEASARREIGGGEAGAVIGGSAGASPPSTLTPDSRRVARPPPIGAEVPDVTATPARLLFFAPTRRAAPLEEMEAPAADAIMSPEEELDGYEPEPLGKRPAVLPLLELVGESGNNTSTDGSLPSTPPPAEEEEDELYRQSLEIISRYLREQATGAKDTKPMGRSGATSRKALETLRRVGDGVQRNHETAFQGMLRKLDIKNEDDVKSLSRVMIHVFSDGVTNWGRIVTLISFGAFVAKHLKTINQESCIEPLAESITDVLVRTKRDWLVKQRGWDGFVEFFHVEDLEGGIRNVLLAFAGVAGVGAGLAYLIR
Rac1 wt modul: modulators of human Rac1 wildtype GTP binding; P63000; GST-Rac1 beads, fluorescent GTP binding, flow cytometry; actives lie on both sides; 0 = cold GTP competed, 100 = untreated; GTP binding activity (% of control), % at 10 µM; 0.27% of 190,000 active;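 active means GTP binding activity at least 20 points away from the 100% control level, either lower or higher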
Mcl1 Noxa PPI: disrupts binding of human Mcl-1 to Noxa peptide. inhibition, % at 21.7 µM. 1.5% of 220,000 active. Q07820. TR-FRET Mcl-1/Noxa peptide binding, 2 h;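 active means compounds that cut the protein-peptide binding signal by more than 50% relative to plate controls in a single-dose test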;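 further: His-tagged Mcl-1 with rhodamine Noxa BH3 peptide and terbium anti-His antibody; 0% = Mcl-1 plus Noxa peptide wells and 100% = peptide-only wells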
Bim-Mcl-1: human Bim-Mcl-1 interaction inhibition; Q07820; Bead-based flow cytometry, Bim peptide-Mcl-1 binding; inhibition, % at 10 µM; 0.1% of 190,000 active; AID 1009; in the data active means inhibition above about 40%;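 further: 0% = no compound tracer wells and 100% = peptide blocker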
Pf gametocyte: P. falciparum stage V gametocyte viability inhibition; P. falciparum stage V gametocytes, ATP luminescence, 24 h; inhibition, % at 10.9 µM; 0.065% of 150,000 active;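 active means inhibition above the mean plus 3 SD of compounds within the control limits, set per campaign, cut at about 38% in these data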;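 further: 0% = DMSO wells and 100% = medium only without gametocytes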
HRas wt GTP bind: modulators of GTP binding to human HRas wildtype; P01112; GST-Ras wt beads, Bodipy-FL-GTP binding, flow cytometry; actives lie on both sides; GTP binding activity, % at 10 µM; 0.14% of 190,000 active; AID 759;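 active means GTP binding activity at least 20% away from the 100% baseline, either lowered as inhibitor or raised as activator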;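 further: 0% = unlabeled GTP competition control and 100% = no-compound control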
Target sequence (P01112 whole entry, looked up): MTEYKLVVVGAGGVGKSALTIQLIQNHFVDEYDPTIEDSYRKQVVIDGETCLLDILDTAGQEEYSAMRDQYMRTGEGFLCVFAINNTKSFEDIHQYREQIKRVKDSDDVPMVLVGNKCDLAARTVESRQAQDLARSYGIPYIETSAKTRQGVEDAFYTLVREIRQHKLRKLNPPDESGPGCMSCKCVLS
Rab2A wt mod: changes GTP binding to wildtype dog Rab2A, up or down. P61105. GST-Rab2 wt beads, Bodipy-GTP binding, flow cytometry. GTP binding activity, % at 10 µM. 0.19% of 190,000 active. AID 760;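 active means GTP binding activity at least 20 points away from 100%, either lowered or raised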;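 further: 0% = beads with excess unlabeled GTP and 100% = no-compound control corrected for plate trend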
Active calls of the source: *; / = not tested or not shown.

SMILES | Rab7 wt modul | Rac1 mut GTP | Cdc42 wt | RGS8-Gao reg | Mcl1-Bid inh | Rac1 wt modul | Mcl1 Noxa PPI | Bim-Mcl-1 | Pf gametocyte | HRas wt GTP bind | Rab2A wt mod
O=[N+]([O-])c1ccc(N2CCCCCC2)c([N+](=O)[O-])c1 | 90 | 89 | 93 | 100 | 2 | 89 | / | -1 | / | 94 | 89
O=C1c2[nH]nc(-c3ccccc3O)c2C(c2ccccc2F)N1Cc1ccco1 (stereo unspecified) | 98 | 99 | 103 | 105 | -28 | 99 | 7 | -1 | 21 | 102 | 102
Cc1nnc(SCc2ccc(CSc3nnc(C)c(=O)[nH]3)cc2)[nH]c1=O | 104 | 95 | 98 | 100 | -40 | 114 | 18 | -5 | 11 | 102 | 102
CC(=O)NC1C(=O)SC1(C)C (stereo unspecified) | 100 | 99 | 102 | 101 | 4 | 103 | -9 | -1 | / | 101 | 103
COc1ccc(-c2ccc(Nc3ccc(C(=O)N4CCOCC4)cc3)nn2)cc1OC | 105 | 100 | 103 | 101 | -12 | 107 | 1 | -2 | / | 102 | 101
O=C1C2C3C=CC(C4CC34)C2C(=O)N1/N=C/c1c[nH]c2ccccc12 (stereo unspecified) | 101 | 93 | 94 | 106 | -34 | 95 | 8 | -3 | -35 | 97 | 97
COc1ccc(/C=C/C(=O)NCCN=C2NS(=O)(=O)c3ccccc32)cc1 | 97 | 94 | 97 | 103 | -8 | 98 | 6 | -1 | 19 | 96 | 96
O=C(C1=C[C@@H](C2CCCCC2)C[C@@H](OCCCCO)O1)N1CCN(Cc2ccc3c(c2)OCO3)CC1 | 103 | 96 | 96 | 98 | -2 | 99 | 8 | -3 | / | 98 | 97
CC(C)CCNC(=O)C(c1ccncc1)N(C(=O)Cn1nnc(-c2ccc(F)cc2)n1)c1ccccc1F (stereo unspecified) | 106 | 94 | 93 | 101 | 1 | 97 | -4 | 1 | -14 | 96 | 96
Cc1ccc(Sc2ncccc2C(=O)NC2CCCCCC2)cc1C | 100 | 97 | 99 | 101 | 0 | 105 | 7 | 2 | / | 100 | 101
CC(C)OC(=O)NS(=O)(=O)c1cccc([N+](=O)[O-])c1 | 95 | 98 | 94 | 84 | 11 | 102 | 23 | -2 | 6 | 96 | 95
Cc1ccc2nsnc2c1S(=O)(=O)N1CCOCC1 | 103 | 97 | 96 | 98 | -23 | 100 | 15 | 1 | / | 100 | 100
COc1ccc(C2CC(=O)CC(=O)C2n2cncn2)cc1 (stereo unspecified) | 97 | 101 | 101 | 95 | -61 | 100 | -4 | 0 | -11 | 101 | 101
CCCOc1ccc(/C(O)=C2/C(=O)C(=O)N(CCN(C)C)C2c2ccco2)cc1 (stereo unspecified) | 99 | 98 | 100 | 96 | -9 | 103 | 7 | 1 | / | 101 | 101
O=S(=O)(c1ccc(Br)cc1)c1nc(-c2ccco2)oc1NCC1CCCO1 (stereo unspecified) | 96 | 95 | 96 | 99 | -47 | 98 | 7 | 0 | -29 | 97 | 99
COc1ccc(OC)c(S(=O)(=O)N2c3ccccc3CC2C)c1 (stereo unspecified) | 102 | 97 | 100 | 99 | -11 | 101 | -7 | -2 | -5 | 100 | 100
O=C(CS(=O)(=O)c1c[nH]c2ccccc12)N1CCCCC1 | 101 | 98 | 99 | 71 | -20 | 101 | 6 | -4 | / | 100 | 101
Cc1ccc(-n2c(C)cc(C)c(C#N)c2=O)cc1 | 100 | 93 | 99 | 102 | 0 | 96 | -12 | 0 | / | 100 | 96
CCC(C(=O)OCC(=O)NC(=O)NC(C)(C)C)c1ccccc1 (stereo unspecified) | 97 | 96 | 100 | 102 | -9 | 99 | 11 | 6 | 8 | 94 | 97
CCOC(=O)c1ccccc1NC(=S)N1CCC(C)CC1 | 101 | 99 | 99 | 103 | -50 | 100 | 8 | 0 | / | 101 | 97
CCOC(=O)c1c(C)nc(C)c(C(=O)OCC)c1-c1ccc(O)c(OC)c1 | 105 | 97 | 101 | 95 | -18 | 101 | 32 | -1 | -4 | 99 | 100
Cc1ccsc1C(=O)OCC(=O)Nc1cccc(S(=O)(=O)N2CCOCC2)c1 | 98 | 95 | 98 | 101 | 0 | 101 | 11 | -8 | 22 | 98 | 96
CCCC1=C([O-])C2N=CC=CC2=[N+](c2ccccn2)C1=O (stereo unspecified) | 98 | 101 | 105 | 108 | -15 | 106 | 8 | 6 | -6 | 101 | 101
O=C(CSc1nccc(=O)[nH]1)NN(c1ccccc1)c1ccccc1 | 103 | 95 | 96 | 104 | -48 | 96 | 8 | 0 | -2 | 99 | 97
CCn1c(C(=O)N2CCC(C(=O)NCc3cccs3)CC2)cc2sccc21 | 101 | 101 | 106 | 87 | -27 | 107 | -2 | 1 | / | 105 | 102
Cc1cc(C)c(S(=O)(=O)c2ccccc2)c(N2CCOCC2)n1 | 106 | 98 | 97 | 97 | 5 | 100 | 24 | -2 | / | 98 | 100
CCOC(=O)c1c(-c2ccc(Cl)cc2)c(C#N)c(=O)n(N)c1N | 95 | 97 | 96 | 92 | -25 | 98 | -9 | 0 | -4 | 97 | 96
COc1cccc(-c2cc(C(F)(F)F)n3ncc(C(=O)N4CCc5ccccc5C4)c3n2)c1 | 95 | 98 | 97 | 94 | 6 | 96 | -3 | -4 | -3 | 95 | 95
Cc1ccn(C(=O)c2cc3c(C)nn(-c4ccccc4)c3s2)n1 | 100 | 97 | 97 | 98 | -8 | 96 | 8 | -1 | / | 99 | 97
O=[N+]([O-])c1cc(Cl)cc(C2=NCCN2)c1 | 105 | 102 | 105 | 102 | 2 | 107 | 16 | -145 | -27 | 103 | 100
O=C(N/N=C/C=C\c1ccccc1[N+](=O)[O-])c1cccs1 | 96 | 99 | 99 | 102 | -14 | 100 | 10 | 0 | 24 | 100 | 96
CC(c1ccccc1)N1CC(C(=O)N2CCN(c3ccccc3)CC2)CC1=O (stereo unspecified) | 98 | 100 | 105 | 95 | -26 | 104 | -4 | 0 | / | 99 | 102
COc1ccccc1NC(=O)c1ccc(-c2ccccc2[N+](=O)[O-])o1 | 101 | 92 | 90 | 99 | -26 | 92 | -1 | 1 | -9 | 88 | 92
COC1=C(N)C(=O)c2nc(-c3nc(C(=O)O)c(C)c(-c4ccc(OC)c(OC)c4O)c3N)ccc2C1=O | 99 | 99 | 104 | 106 | -5 | 110 | 38 | -3 | / | 102 | 103
CCCOC(=O)c1cc(=O)[nH]c2ccccc12 | 97 | 100 | 103 | 96 | 3 | 101 | 5 | -4 | -26 | 103 | 103
CC(C)CCN1C(=O)c2ccccc2C1C(=O)NCc1cccnc1 (stereo unspecified) | 99 | 103 | 101 | 102 | -1 | 110 | -23 | 1 | / | 101 | 100
Cc1ccc2cc(/C=N/NC(=O)CN3CCOCC3)c(Cl)nc2c1 | 102 | 100 | 101 | 100 | 74* | 102 | 6 | 0 | / | 101 | 102
COC(=O)C1=C(C)N(c2ccccc2)/C(=C/c2cccs2)C1=O | 103 | 100 | 101 | 99 | -15 | 108 | 9 | -5 | / | 100 | 101
CCOC(=O)C(=O)NNc1ccccc1C | 98 | 101 | 103 | 95 | -60 | 103 | 15 | -2 | / | 99 | 100
OCCC1CN(Cc2cccn2-c2nccs2)CCN1CCc1ccccc1 (stereo unspecified) | 94 | 97 | 95 | 100 | -8 | 97 | 4 | -2 | 15 | 96 | 98

Copied from the list.
CCn1c(C(=O)N2CCC(C(=O)NCc3cccs3)CC2)cc2sccc21 in Cdc42 wt is entered as 106
COc1cccc(-c2cc(C(F)(F)F)n3ncc(C(=O)N4CCc5ccccc5C4)c3n2)c1 in Pf gametocyte is entered as -3

Further records:
SMILES | Rab7 wt modul | Rac1 mut GTP | Cdc42 wt | RGS8-Gao reg | Mcl1-Bid inh | Rac1 wt modul | Mcl1 Noxa PPI | Bim-Mcl-1 | Pf gametocyte | HRas wt GTP bind | Rab2A wt mod
COc1ccc(CNC(=O)c2cc(C)nc3ccccc23)cc1OC | 104 | 96 | 96 | 101 | -2 | 100 | 1 | -1 | / | 95 | 98
Cc1ccc(C(=O)CSc2nnc(-c3ccccc3N)n2C)cc1 | 96 | 102 | 108 | 100 | -5 | 101 | 8 | -2 | 5 | 107 | 110
COc1ccc(/C=N/N=C2\CC3CCC2(C)C3(C)C)cc1O (stereo unspecified) | 103 | 99 | 99 | 102 | -45 | 99 | 2 | 2 | -18 | 104 | 102
Cc1cccc(-c2nnc(SCC(=O)Nc3nc4c(s3)CCCC4)n2C)c1 | 97 | 100 | 100 | 97 | -10 | 102 | 8 | -2 | -17 | 102 | 97
O=C(O)c1cccnc1SC1CC(=O)N(Cc2ccccc2)C1=O (stereo unspecified) | 104 | 97 | 98 | 102 | 16 | 94 | 16 | -10 | / | 102 | 104
COCCCN=C1NN=C(c2cc(C)n(Cc3ccco3)c2C)CS1 | 97 | 101 | 100 | 96 | -42 | 102 | 17 | -2 | 6 | 102 | 100
Cc1ccc(NC(=O)NNS(=O)(=O)c2ccc(Br)cc2)cc1 | 92 | 94 | 95 | 97 | -10 | 95 | 2 | 0 | -4 | 94 | 95
CCSC1=NCCN1C(=O)c1ccc(S(=O)(=O)N(C)C)cc1 | 101 | 97 | 99 | 101 | -15 | 105 | 32 | 0 | / | 99 | 98
CC(=O)N(Cc1c(C#N)c2ccccc2n1C)c1ccccc1 | 104 | 101 | 101 | 104 | 4 | 105 | 14 | -3 | / | 101 | 102
CCSC1=N/C(=C\c2cccnc2)C(=O)N1c1ccccc1 | 95 | 98 | 97 | 104 | -13 | 97 | 14 | -2 | 3 | 98 | 97
COc1cnn(-c2cc(Oc3ccc(C)cc3)ncn2)c(=O)c1Cl | 104 | 101 | 103 | 100 | -12 | 105 | 9 | -2 | / | 104 | 101
CC1(c2ccc(C#N)cc2)NC(=O)N(CC(=O)Nc2cc(S(=O)(=O)N3CCOCC3)ccc2Cl)C1=O (stereo unspecified) | 106 | 96 | 103 | 103 | 0 | 102 | 15 | 2 | 2 | 97 | 99
CN(Cc1ccc(F)cc1)C(=O)c1cc(COc2ccc(F)cc2F)on1 | 106 | 95 | 97 | 100 | -10 | 97 | -12 | -2 | -6 | 99 | 98
CC1=CC(C)(C)N(C(=O)CSc2ncn[nH]2)c2ccccc21 | 101 | 95 | 100 | 104 | -21 | 103 | -3 | 0 | / | 102 | 99
O=C(O)CC(C(=O)O)N1C(=O)/C(=C/c2ccc(-c3nc4ccccc4s3)o2)SC1=S (stereo unspecified) | 93 | 91 | 92 | 98 | -19 | 90 | 5 | 3 | / | 92 | 90
CN(C)C(=O)c1cccn1-c1ncc(C(F)(F)F)cc1Cl | 97 | 97 | 101 | 104 | -8 | 98 | 3 | -2 | -11 | 98 | 101

Compounds were not picked by outcome; 2.9% or so of the library scored in one or more.
